# C8 TRAIL sens: viability loss with TRAIL in NB7+C8 cells, primary screen, TRAIL sensitizer project, cell-based, ATPlite luminescence; hit rate 1% among 360,000; inhibition (viability loss, TRAIL sensitization), % at 10 µM; AID 624354, 2012;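 active means compounds causing at least 50% loss of cell viability in the single-dose screen, relative to plate controls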
# LMP1 NFkB inh: EBV LMP1-driven NF-kappaB luciferase reporter inhibitors, primary screen, cell-based, luminescence, single point; AID 504558, 2011; inhibition, % at 12.5 µM; LMP1-induced NF-kappaB luciferase reporter cells; hit rate 0.69% among 350,000; in the data active means inhibition above about 41%;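 further: 0% = neutral control wells and 100% = reference inhibitor control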
# TROY signal inh: inhibitors of TROY-driven NF-kB signaling, primary screen, Q293 LMP1-TROYcd cells, NF-kB luciferase, uHTS; inhibition, % at 10 µM; AID 1347056, 2019; Q293 LMP1-TROYcd NF-kB luciferase reporter, 4 h; hit rate 0.98% among 360,000;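 active means compounds whose plate-normalised and pattern-corrected inhibition of the luciferase reporter signal at the single screening dose is 50% or more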
# SRC1 inh: SRC1 coactivator transcriptional activity inhibitors, primary screen, cell-based, luminescence; Nuclear receptor coactivator 1 (Homo sapiens), Q15788; HEK293 GAL4-SRC1 luciferase reporter; inhibition, % at 3.6 µM; hit rate 0.12% among 360,000; AID 588354, 2011;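 active means inhibition above the campaign mean plus 3 SD, with each screening campaign given its own cutoff, cut at about 60% in these data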;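 further: 0% = DMSO treated cells and 100% = gossypol at 36 µM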
# SRC2 inh: inhibition of GAL4-SRC2 driven luciferase reporter, primary screen, SRC2 inhibitor project, cell-based, luminescence; HEK293 GAL4-SRC2 luciferase reporter; inhibition, % at 9 µM; hit rate 0.17% among 370,000; AID 651957, 2012;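 active means inhibition above the mean inhibition of all tested compounds plus 3 SD, set per campaign, cut at about 52% in these data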;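 further: 0% = DMSO treated cells and 100% = cells given Gossypol at 36 µM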
# CF NFkB inh: inhibitors of PAF-induced NF-kB signaling, primary screen, cell-based, GFP fluorescence, uHTS; KKLEB NF-kB-GFP reporter, GFP fluorescence overnight; inhibition, % at 5 µM; hit rate 0.86% among 360,000; AID 588850, 2011;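 active means at least 50% inhibition at 5 µM, scaled per plate between neutral and stimulator controls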;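 further: PAF is a Pseudomonas aeruginosa culture filtrate used as stimulus; plate controls were PAF-stimulated DMSO wells for no effect and unstimulated DMSO wells for full effect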
# KKLEB cytotox: cytotoxicity in KKLEB CF airway cells, primary screen, cytotoxicity control for CF NF-kB inhibitor project, cell-based, uHTS, fluorescence assay plates | AID 602141, 2011 | activity change (cytotoxicity), % at 5 µM | hit rate 0.36% among 360,000 | KKLEB CF airway cells viability, ATPlite luminescence, overnight; active compounds read low; cells stimulated with P. aeruginosa culture filtrate;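 active means corrected activity change at or below -50% at 5 µM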
# LRH-1 inv ag: LRH-1 (NR5A2) inverse agonists, primary screen, cell-based, luminescence, HEK293T, StAR-luciferase reporter; Nuclear receptor subfamily 5 group A member 2 (Homo sapiens), O00482; LRH-1 transfected, 24 h; inhibition, % at 3.6 µM; hit rate 0.13% among 360,000; AID 602396, 2012;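 active means inhibition above the mean inhibition of all tested compounds plus 3 SD, cut at about 73% in these data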;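 further: 0% = DMSO wells and 100% = reporter-only cells lacking LRH-1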
# TWEAK Fn14 block: inhibitors of TWEAK-Fn14 signaling, primary screen, luciferase reporter cells, uHTS; TWEAK-stimulated Fn14 reporter cells, luciferase luminescence, 8 h; inhibition, % at 10 µM; hit rate 2% among 360,000; AID 1159606, 2016; in the data active means inhibition above about 50%
# NCOA3 inh: SRC3 coactivator transcriptional activity inhibitors, primary screen, cell-based, luminescence; AID 588352, 2011; hit rate 0.17% among 360,000; inhibition, % at 3.6 µM; HEK293 GAL4-SRC3 luciferase reporter;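 active means inhibition above a per-campaign cutoff, the mean of all compounds plus 3 SD, cut at about 60% in these data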;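 further: 0% = DMSO-treated cells and 100% = gossypol-treated cells at 36 µM; higher means less SRC3-driven luciferase light from the GAL4 reporter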
# Target sequence (Q9Y6Q9 whole entry, looked up, the tested form may be a part): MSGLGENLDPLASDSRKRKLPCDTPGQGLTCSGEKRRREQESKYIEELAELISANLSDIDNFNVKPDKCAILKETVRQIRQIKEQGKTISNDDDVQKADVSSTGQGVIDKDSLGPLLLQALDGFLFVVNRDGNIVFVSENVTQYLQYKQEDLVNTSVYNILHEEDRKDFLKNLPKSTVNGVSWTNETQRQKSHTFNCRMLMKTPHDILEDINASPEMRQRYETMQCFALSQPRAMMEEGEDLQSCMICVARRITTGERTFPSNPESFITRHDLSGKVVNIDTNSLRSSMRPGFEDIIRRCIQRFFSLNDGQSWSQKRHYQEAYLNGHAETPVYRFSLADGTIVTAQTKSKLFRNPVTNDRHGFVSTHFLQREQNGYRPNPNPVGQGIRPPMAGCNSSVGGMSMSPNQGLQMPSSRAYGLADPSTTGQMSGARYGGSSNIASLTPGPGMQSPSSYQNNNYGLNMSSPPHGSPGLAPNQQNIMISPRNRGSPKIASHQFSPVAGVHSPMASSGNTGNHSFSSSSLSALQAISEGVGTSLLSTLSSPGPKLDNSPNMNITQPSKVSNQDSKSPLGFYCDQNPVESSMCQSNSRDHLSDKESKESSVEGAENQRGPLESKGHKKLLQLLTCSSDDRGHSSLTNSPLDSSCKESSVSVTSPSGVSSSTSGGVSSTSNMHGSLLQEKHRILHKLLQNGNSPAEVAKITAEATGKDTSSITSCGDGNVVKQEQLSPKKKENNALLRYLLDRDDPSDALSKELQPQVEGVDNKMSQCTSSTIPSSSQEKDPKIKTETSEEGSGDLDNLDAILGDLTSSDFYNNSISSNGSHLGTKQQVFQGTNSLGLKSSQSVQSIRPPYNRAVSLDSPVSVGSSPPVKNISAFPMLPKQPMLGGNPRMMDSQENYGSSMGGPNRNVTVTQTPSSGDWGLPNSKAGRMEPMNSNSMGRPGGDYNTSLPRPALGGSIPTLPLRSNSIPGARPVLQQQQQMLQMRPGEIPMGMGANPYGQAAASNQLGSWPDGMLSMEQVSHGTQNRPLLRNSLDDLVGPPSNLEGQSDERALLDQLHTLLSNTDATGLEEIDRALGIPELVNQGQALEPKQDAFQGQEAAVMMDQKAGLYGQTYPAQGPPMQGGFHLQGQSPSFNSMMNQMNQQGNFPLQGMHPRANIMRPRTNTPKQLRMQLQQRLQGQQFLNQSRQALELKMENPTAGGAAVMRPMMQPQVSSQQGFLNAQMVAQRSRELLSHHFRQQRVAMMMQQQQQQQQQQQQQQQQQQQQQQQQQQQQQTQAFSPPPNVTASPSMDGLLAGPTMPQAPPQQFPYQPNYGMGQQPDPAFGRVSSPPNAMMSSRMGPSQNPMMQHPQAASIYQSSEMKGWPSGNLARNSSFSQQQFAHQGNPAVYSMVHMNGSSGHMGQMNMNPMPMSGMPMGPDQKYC
# COUP-TFII inh: NR2F2 transcriptional activity inhibitors, primary screen, cell-based, luciferase reporter, HEK293T, luminescence | COUP transcription factor 2 (Homo sapiens), P24468 | HEK293T NGFI-A luciferase reporter | inhibition, % at 8.6 µM | hit rate 0.7% among 370,000;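 active means inhibition above a per-plate cutoff, mean inhibition of test wells between control levels plus 3 SD, cut at about 38% in these data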;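 further: cells cotransfected with COUP-TFII expression vector driving the NGFI-A reporter; 0% = median of COUP-TF2 test wells and 100% = reporter-only cells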
# * = called active by the depositor; / = no result given.
SMILES,C8 TRAIL sens,LMP1 NFkB inh,TROY signal inh,SRC1 inh,SRC2 inh,CF NFkB inh,KKLEB cytotox,LRH-1 inv ag,TWEAK Fn14 block,NCOA3 inh,COUP-TFII inh
OC1CCCN(C(=S)NCc2ccccc2)C1 (centres undefined),-5,3,7,-3,13,5,4,-1,6,11,-2
CCCOc1cccc(C(=O)NCCNC(=O)c2ccc(C)nc2)c1,2,-4,-5,9,-1,5,1,4,-1,13,-12
CCCCOC(=O)C1CCC[C@@H](C)N1 (some centres undefined),-9,-10,21,1,16,12,0,3,-16,-39,7
COCCCNc1nc2nonc2nc1N1CCN(C2CCCC2)CC1,-2,2,5,-1,1,7,-2,-16,-4,6,0
CCC1(CC)NC(=O)N(CC(=O)NC(=O)NCc2ccccc2)C1=O,-12,-7,-8,-6,-4,-5,10,-7,7,6,0
COc1cccc(-c2sc3ccc(OC)cc3c2-c2cnc(N3CCOCC3)nc2)c1,-4,/,-60,/,-34,/,/,-37,-47,/,-23
c1csc(-c2ncc3ccccn23)c1,13,-3,-25,5,-31,-2,-6,15,-12,-2,11
COc1ccc(CCC(=O)Nc2ccc(S(=O)(=O)Nc3ncccn3)cc2)cc1,5,3,-7,-1,-24,1,-9,7,-3,2,1
CCCNC(=O)CN(c1cccc(F)c1)S(C)(=O)=O,-12,1,-16,13,16,14,-6,-13,27,18,-8
Cc1c(C(=O)NC2CC2)oc2ccc(S(=O)(=O)N3CCCCCC3)cc12,36,-6,8,4,-7,3,-1,-2,22,5,9
O=C1c2ccccc2C(=O)N1CCc1csc(-c2cccc(F)c2)n1,-1,0,-45,-1,-21,-4,12,-3,-4,0,-3
CCC(C(=O)N1CCOCC1)n1nc(C)n2c(cc3cc(C)ccc32)c1=O (centres undefined),12,-10,-1,-13,-8,9,14,3,-6,11,-5
CCN(CC(=O)NCc1cccs1)S(=O)(=O)c1cc(NC(C)=O)ccc1OC,-7,-4,5,-1,-7,-12,12,11,-2,22,-8
CCCNc1nc(C)cc(-c2cc(-c3ccccc3)on2)n1,-16,8,-20,8,-18,1,0,3,2,-11,-9
COCc1ccccc1Cn1cnc2c1c(=O)n(C)c(=O)n2C,-8,0,13,-14,-10,6,3,9,-1,2,7
Cc1cccc(C)c1NC(=O)CN(C)C(=O)COc1cccc2c1OC(C)(C)C2,3,3,-8,22,19,-27,8,-19,2,10,-25
Nc1c(-c2ccccc2)nnn1Cc1ccccc1,-10,4,-22,-2,-15,-5,1,6,5,-33,11
CCSc1nnc(C)n1-c1ccc(C(=O)O)cc1,3,-1,-14,-3,-9,5,2,-5,-2,7,-8
O=C(O)c1cccc(-n2cnnn2)c1,1,-3,-19,-7,-26,-12,19,16,5,10,5
O=C1C(Cl)=C(N2CCN(c3ccccc3[N+](=O)[O-])CC2)C(=O)c2ccccc21,44,-22,41,-20,3,30,-11,4,39,-11,3

# Among those listed so far, 2 have fluorine:
SMILES,C8 TRAIL sens,LMP1 NFkB inh,TROY signal inh,SRC1 inh,SRC2 inh,CF NFkB inh,KKLEB cytotox,LRH-1 inv ag,TWEAK Fn14 block,NCOA3 inh,COUP-TFII inh
CCCNC(=O)CN(c1cccc(F)c1)S(C)(=O)=O,-12,1,-16,13,16,14,-6,-13,27,18,-8
O=C1c2ccccc2C(=O)N1CCc1csc(-c2cccc(F)c2)n1,-1,0,-45,-1,-21,-4,12,-3,-4,0,-3

# Additional structures:
SMILES,C8 TRAIL sens,LMP1 NFkB inh,TROY signal inh,SRC1 inh,SRC2 inh,CF NFkB inh,KKLEB cytotox,LRH-1 inv ag,TWEAK Fn14 block,NCOA3 inh,COUP-TFII inh
COc1ccc(-c2csc(NC(=O)COC(=O)C3=COCCO3)n2)cc1,5,-25,-15,-75,-30,-16,9,-86,-13,-68,-23
O=C(COc1ccc(Cl)cc1)N1CCN(c2ccc([N+](=O)[O-])c(N3CCOCC3)c2)CC1,14,-2,22,8,1,-10,-3,31,-22,11,-5
S=C1NCCNC(=S)NCCOCCOCCN1,-10,-9,-15,-7,23,-6,6,1,-6,14,11
CCN(CC(=O)Nc1ccc(Cl)c(C(F)(F)F)c1)CC(=O)NC1CCS(=O)(=O)C1 (centres undefined),5,-1,19,-3,21,-6,14,-4,-15,21,0
Cc1ccc(N(CC(=O)NC(C)C)C(=O)CCC(=O)Nc2nccs2)cc1,9,-10,4,1,7,2,-12,-5,4,14,-21
CCn1nc(C)cc1C(=O)N1CCc2c([nH]c3ccccc23)C1c1cc(F)ccc1F (centres undefined),-10,-26,-18,-41,-102,-1,3,-19,-5,-47,-24
Cc1ccc(C(=O)N/N=C\c2ccccc2[N+](=O)[O-])cn1,52*,-23,-50,-177,-51,-1,10,-73,-7,-46,-19
Fc1cccc(Cc2noc(CN3CCCCC3CCc3ccccn3)n2)c1 (centres undefined),3,-11,11,-18,-37,10,0,1,-4,11,-11
CCOC(=O)C1C(=O)C=C(c2cccs2)CC1c1ccccc1C (centres undefined),-1,-5,1,-4,9,11,0,22,11,15,-6
Cc1ccc(NC(=O)c2ccco2)c(NC(=O)c2ccccc2)c1,0,4,9,-9,12,-7,8,7,1,6,-8
C[C@@H](NC(=O)[C@@H]1Cc2ccccc2CN1C(=O)OC(C)(C)C)C(=O)NCc1ccco1,3,-2,-10,3,21,1,4,4,-3,-1,4
COc1ccc(S(=O)(=O)N(C)CC(=O)NCC2CCCO2)cc1OC (centres undefined),4,-7,-17,3,-15,3,1,-4,3,-10,-22
CC(C)(C)OC(=O)NCc1ccc(NC(=O)c2nc[nH]c2C(=O)NCCCNC(=O)c2[nH]cnc2C(=O)Nc2ccc(CNC(=O)OC(C)(C)C)cc2)cc1,83*,26,19,-2,/,40,7,-13,73*,11,/
CCOC(=O)N1N=C(c2ccc(OC)cc2)CC1(O)C(F)(F)F (centres undefined),10,6,6,-106,1,0,-5,-197,27,-102,-30
COc1cc(NC(=O)c2cc(-n3cnnc3)ccc2Cl)cc(OC)c1,-2,7,-2,-11,9,6,8,14,-3,10,-4
Cc1cc(Nc2nc3ccccc3[nH]c2=O)n(-c2ccccc2)n1,12,-13,-23,-18,-10,-20,11,31,6,15,18
COC(=O)COc1ccc(S(=O)(=O)N2CCCCCC2)cc1,0,3,-18,1,7,4,12,6,5,10,-7
CCCC1=C(C(=O)OCC)C(c2ccncc2)n2ncnc2N1 (centres undefined),-2,-7,-9,-2,4,-2,-9,16,-15,-6,-21
CCOC(=O)c1c(NC(=O)CSc2nnc(C)c(=O)[nH]2)sc2c1CCC2,-1,-2,12,-9,-32,5,2,14,-9,12,3
O=C(c1ccc(F)cc1F)N1CCC(N2CCC(C(=O)N3CCOCC3)CC2)CC1,-12,0,5,-8,2,14,-4,15,-1,5,-10
CN(C)Cc1c(O)ccc2occ(C(=O)c3ccccc3)c12,-2,6,-22,8,15,-5,7,10,-13,9,7
CCOc1ccc(NC(=O)CN(C)C(=O)c2ccc3nc(CC)c(CC)nc3c2)cc1OCC,-12,-7,-3,-17,-32,-12,22,1,-1,6,3
Cc1ccc2nc(C(O)C(O)c3nc4ccc(C)cc4[nH]3)[nH]c2c1 (centres undefined),-12,-37,37,-67,-53,-36,8,-94,24,-60,-22
COc1ccc(NS(=O)(=O)c2cccc(NC(=O)c3ccc(S(=O)(=O)N4CCCCCC4)cc3)c2)cc1,25,-14,45,20,/,-5,6,44,70*,21,/
COc1cc(CN2CCN(Cc3ccc(C)cc3)CC2)c([N+](=O)[O-])cc1OC,4,0,16,-8,7,-10,-2,7,-12,8,4
CC1=C(C(=O)N(C(C)C)C(C)C)CC(CC(=O)NC2CC2)C(=O)N1Cc1ccc(C(C)(C)C)cc1 (centres undefined),-4,/,16,/,-9,/,/,15,-5,/,-3
Cc1csc(N(C)C(=O)CSc2nnc(COc3ccccc3C)o2)n1,20,13,18,-7,5,-2,8,-4,-17,9,0
COc1ccccc1CN(C)CC(=O)Nc1cccc2ccccc12,10,5,-1,13,10,1,0,2,2,4,2
COc1ccc(-n2c(=S)[nH]c3cc(C(=O)NC4CCCCC4)ccc3c2=O)c(OC)c1,7,12,-4,-23,-3,14,-1,5,12,0,3
Cc1cc(C)n(CC(=O)Nc2ccc3c(c2)OCO3)c(=O)c1C#N,-2,-5,-4,7,-3,-22,5,3,-5,5,-11
O=C(OC(C(=O)Nc1cc(Cl)cc(Cl)c1)c1ccccc1)C1=COCCO1 (centres undefined),12,5,20,8,21,-6,-4,-3,3,18,3
O=C(COC(=O)C1CC2C=CC1C2)Nc1cccc(S(=O)(=O)N2CCOCC2)c1 (centres undefined),7,7,-4,5,10,8,5,-9,-5,14,-34
Cc1cc(C)c(C(=O)C[n+]2cccc(C(N)=O)c2)c(C)c1,-15,8,-1,-15,-12,-2,-1,3,-4,6,-11
O=C(Nc1ccccc1Cl)C(=O)c1cn(CC(=O)N2CCOCC2)c2ccccc12,54*,-29,-70,-129,-25,-9,-20,-21,-3,-76,-21
Cc1cc(C)n(-c2cccc(CN(C)Cc3nc(-c4cnccn4)no3)c2)n1,-1,-8,17,15,-12,5,2,-18,-12,24,2
CNC(=O)CSc1nnc(-c2ccco2)n1-c1ccccc1OC,16,-1,-18,13,-33,-6,4,-7,-2,5,10
Oc1cccc(C(=S)N2CCN(Cc3ccccc3)CC2)c1,6,-4,5,12,-23,-18,16,8,-12,-6,20
CCCN1C(=O)/C(=C/c2cc(C)n(C)c2C)SC1=Nc1ccc(OC)cc1,6,13,-3,-24,0,30,-22,5,-26,15,-3
Cc1ccccc1Nc1nc(N)nc(CCl)n1,91*,1,7,17,37,-3,-2,-1,11,33,-11
CCn1c(SCc2nc3ccccc3c(=O)[nH]2)nnc1-c1cccnc1,-16,5,2,-20,-31,12,-15,28,-4,12,4
CCNC(=O)C1(C)CCCN1C(=O)c1c(F)cccc1F (centres undefined),-10,/,6,10,-3,10,-2,-3,23,-1,-20
COc1cccc(CNC(=O)Cn2ccc3cc(S(=O)(=O)N4CCCC4)ccc32)c1,-23,-2,3,13,-27,2,-10,-3,-12,26,-4
COC(=O)c1ccc(OC(=O)c2ccccn2)cc1,-35,-4,-1,3,1,4,-1,8,3,4,1
CCN1CCN(C(CNS(=O)(=O)c2ccc(Cl)cc2)c2ccccc2)CC1 (centres undefined),-22,-8,-35,-36,17,-11,9,7,6,18,-8
Cc1cc(C)cc(NC(=S)N=Nc2c(O)n(C)c3ccc(S(=O)(=O)N4CCOCC4)cc23)c1,21,36,7,19,-18,2,-2,12,-21,6,-3

# Compound activity: PubChem, several laboratories

# Not a hit list, and some 4.2% of all compounds hit somewhere here.
